High-throughput results: PubChem, National Center for Advancing Translational Sciences (NCATS)
MLL CXXC-DNA inh: qHTS Fluorescence Polarization Assay for Inhibitors of MLL CXXC domain - DNA interaction | Potency, µM (top dose mostly 115 µM), without a hit: at the top dose activity change, negative = inhibition, most hits filed as inhibitors | AID 2662, 2010 | 290,000 tested, 0.037% active | MLL-CXXC / FITC-HOXA9 DNA fluorescence polarization | Histone-lysine N-methyltransferase 2A (Homo sapiens), Q03164; active means well fitted inhibition curve with a large enough effect in the polarisation, with a control signal flat, not every such curve was filed as active; inconclusive means small, poorly fitted or top-dose-only effect, or effect the other way, or a change in a side signal; inactive means no such curve, though single readings can be large or run the other way; the % refers to the polarisation
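Steps: dispense CXXC domain solution (7 uM) → pin compounds or unlabeled HOX-A9 DNA control → 5 min ambient → add FLSN-HOX-A9 solution (50 nM) → spin → 30 min ambient → fluorescence polarization. Tris pH 7.5/NaCl/DTT/BSA buffer.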
uPA generation: qHTS for Inhibitors of Cell Surface uPA Generation; 330,000 tested, 0.31% active; cell surface uPA generation assay, qHTS; Potency, µM (series often up to 38.3 µM), inactives show at the top dose activity change, negative = inhibition, hits mostly inhibitors; active means well fitted inhibition curve with a large enough effect; inconclusive means small, poorly fitted or top-dose-only effect; inactive means no such curve, though single readings can be large or run the other way; tested in mouse RAW 264.7 cells; further: on the % scale 0 is the no-effect control and ±100 the full control effect; nearly all actives have a fitted effect of over 55% in size
RORg inh: qHTS for inhibitors of ROR gamma transcriptional activity. Nuclear receptor ROR-gamma (Mus musculus), P51450. Drosophila S2 Gal4-RORgamma UAS-luciferase reporter, 20 h. Potency, µM (titrated, usually from 53.6 µM), without a hit: top-dose activity change, negative = inhibition, usual class: inhibitors. 310,000 tested, 5.4% active. AID 2551, 2010; further: on the % scale 0 is the no-effect control and ±100 the full control effect; nearly all actives have a fitted effect of over 60% in size
Target sequence (P51450 whole entry, looked up, the tested form may be a part): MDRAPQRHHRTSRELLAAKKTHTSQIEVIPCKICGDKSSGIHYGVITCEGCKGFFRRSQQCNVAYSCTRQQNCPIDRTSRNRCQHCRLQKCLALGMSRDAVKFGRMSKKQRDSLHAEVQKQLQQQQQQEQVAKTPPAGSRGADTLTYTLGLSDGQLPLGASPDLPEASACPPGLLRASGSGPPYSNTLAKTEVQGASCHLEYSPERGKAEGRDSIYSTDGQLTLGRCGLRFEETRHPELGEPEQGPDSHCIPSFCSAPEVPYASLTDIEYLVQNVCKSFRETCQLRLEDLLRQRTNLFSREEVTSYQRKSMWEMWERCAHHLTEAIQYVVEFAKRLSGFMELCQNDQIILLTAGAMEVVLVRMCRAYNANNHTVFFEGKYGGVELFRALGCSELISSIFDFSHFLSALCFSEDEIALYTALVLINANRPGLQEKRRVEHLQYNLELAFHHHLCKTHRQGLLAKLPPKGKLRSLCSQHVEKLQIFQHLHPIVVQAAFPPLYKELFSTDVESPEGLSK
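Using a luciferase readout, inhibitors were identified by reduced reporter activity in Drosophila cells coexpressing a copper-inducible Gal4–ROR gamma fusion and UAS-driven Photinus luciferase, incubated 20 hr after 700 uM copper sulfate.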
FLuc counter: qHTS profiling assay for firefly luciferase inhibitor/activator using purifed enzyme and Km concentrations of substrates (counterscreen for miR-21 project) | Luciferin 4-monooxygenase (Photinus pyralis), P08659 | purified FLuc, Km substrates, luminescence inhibition | 360,000 tested, 6.9% active | AID 588342, 2011 | Potency, µM (doses to about 57.5 µM), without a hit: top-dose activity change, negative = inhibition, most hits filed as inhibitors;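 further: plate controls were vehicle for no effect and reference inhibitor for full effect; nearly all actives have a fitted effect of over 55% in size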
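Biochemical qHTS of compounds, final roughly 60 µM downward over six points, against 10 nM purified firefly luciferase using Km concentrations of substrates (10 uM D-luciferin, 10 uM ATP) in Tris acetate pH 7.5 buffer; luminescence output.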
Rab9 prom act: qHTS Assay for Rab9 Promoter Activators. Potency, µM (top dose mostly 9.22 µM), inactives show at the highest dose activation, negative = inhibition, hits mostly activators. Huh7 Rab9 promoter-luciferase reporter, luminescence, 24 h. 320,000 tested, 2.8% active. AID 485297, 2010; further: % of control where 0% means no effect; nearly all actives have a fitted effect of over 60% in size
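Rab9 promoter-driven luciferase in stably transfected Huh7 cells; 1500 cells/well rested 2 h, exposed to compound in DMSO for 24 h at 37 °C, 5% CO2. Luminescence read 10 min after adding luciferase reagent at ambient temperature.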
ELG1 genotoxic: qHTS screen for small molecules that induce genotoxicity in human embryonic kidney (HEK293T) cells expressing luciferase-tagged ELG1; HEK293T ELG1-luciferase reporter, luminescence, 16 h; Potency, µM (titrated, usually from 46 µM), without a hit: top-dose activity change, positive = activation, most hits filed as activators; 330,000 tested, 1.3% active; further: % of control where 0% means no effect; nearly all actives have a fitted effect of over 60% in size
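After overnight (16 hr) compound treatment at 37 °C, ELG1-luciferase HEK293T cells were lysed with ONE-Glo; luminescence quantified 30 min later at room temperature.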
VP16 counter: VP16 counterscreen qHTS for inhibitors of ROR gamma transcriptional activity | Drosophila S2 Gal4-VP16 UAS-luciferase, luminescence, 20 h | Potency, µM (titrated, usually from 53.6 µM), for inactives: top-dose activity, negative = inhibition, actives largely listed as inhibitors | 310,000 tested, 3.5% active | AID 2546, 2010;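 further: Gal4-VP16 expression switched on by copper sulfate through the metallothionein promoter; on the % scale 0 is the no-effect control and ±100 the full control effect; nearly all actives have a fitted effect of over 50% in size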
BRCA1 expr up: qHTS Assay to Identify Small Molecule Activators of BRCA1 Expression | MCF7-BRCA1-FFLuc reporter, luminescence, 48 h; response scale: scaled: vehicle 0%, 10 µM genistein 100% | Potency, µM (doses to about 46.1 µM), for inactives: top-dose activation, usual class: activators | 380,000 tested, 1.1% active; further: nearly all actives have a fitted effect of over 80% in size; some results filed as inactive show a strong effect at the top dose
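First, MCF7-BRCA1-FFLuc cells (2000/well) attach for 2 h; next, compounds are pin-added and incubated 48 h at 37 °C; finally, luciferase reagent is added and luminescence read after 15 min.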
NPC1 prom act: qHTS Assay for NPC1 Promoter Activators. AID 485313, 2010. 320,000 tested, 2.4% active. Potency, µM (series often up to 9.22 µM), for inactives: at the top dose activation, actives largely listed as activators. Huh7 NPC1 promoter luciferase reporter, 24 h;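 further: % of control where 0% means no effect; nearly all actives have a fitted effect of over 60% in size; reporter is driven by a mutant NPC1 promoter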
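Compounds in DMSO were transferred onto Huh7 NPC1-luciferase reporter cells pre-incubated 2 h; after 24 h at 37 °C, Amplite reagent was dispensed and luminescence recorded 10 min later.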
p53 reactivator: qHTS assay for re-activators of p53 using a Luc reporter; H1299 p53-A138V BP100-luciferase reporter, luminescence, 24 h; Potency, µM (highest dose often 92.2 µM), inactives show at the highest dose activity change, positive = activation, usual class: activators; 320,000 tested, 0.063% active; AID 504706, 2011; further: % of control where 0% means no effect; nearly all actives have a fitted effect of over 45% in size
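p53-null H1299 cells stably carrying temperature-sensitive p53-A138V and a BP100-luciferase reporter were pinned with compounds (4-point, 1:5 series) and held 24 hrs at 37 deg C. Luminescence was read 10 min after detection reagent.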
MBNL1 CUG block: qHTS Assay for Inhibitors of MBNL1-poly(CUG) RNA binding | Muscleblind-like protein 1 (Homo sapiens), Q9NR56 | TR-FRET MBNL1-His/biotin-(CUG)12 binding, 665/545 ratio | Potency, µM (top dose mostly 57.5 µM), without a hit: at the highest dose activity change, negative = inhibition, most hits filed as inhibitors | 280,000 tested, 0.036% active | AID 2675, 2010; active means well fitted inhibition curve with a large enough effect in the signal ratio, with a control signal flat, not every such curve was filed as active; inconclusive means small, poorly fitted or top-dose-only effect, or effect the other way, or a change in a side signal; inactive means no such curve, though single readings can be large or run the other way; the % refers to the signal ratio; further: on the % scale 0 is the no-effect control and ±100 the full control effect
Target sequence (Q9NR56 whole entry, looked up): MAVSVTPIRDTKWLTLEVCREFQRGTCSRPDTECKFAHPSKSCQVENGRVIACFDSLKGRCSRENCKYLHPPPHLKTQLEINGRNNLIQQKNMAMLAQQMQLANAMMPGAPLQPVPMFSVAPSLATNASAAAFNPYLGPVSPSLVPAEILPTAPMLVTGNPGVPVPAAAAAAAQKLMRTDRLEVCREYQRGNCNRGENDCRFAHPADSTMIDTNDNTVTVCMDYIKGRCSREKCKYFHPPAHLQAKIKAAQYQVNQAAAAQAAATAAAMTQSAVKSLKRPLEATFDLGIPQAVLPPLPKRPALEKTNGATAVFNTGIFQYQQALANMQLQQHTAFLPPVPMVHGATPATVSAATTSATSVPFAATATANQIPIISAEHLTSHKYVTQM
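His-tagged MBNL1 binding to biotinylated (CUG)12 RNA was measured by TR-FRET using terbium anti-His antibody (0.055 ng/ul final) and streptavidin-XL665 (5 nM final). Compounds were titrated 92 nM to 58 uM; 60 min at room temperature.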
* hit, by the source's call; ? = inconclusive; . = not tested or not shown; & = joins results of further samples; [ ] = another dose, or the depositor's remark. Unless noted, the call rests on the fitted dose curve; in most records, active means well fitted curve in the direction sought with a large enough effect; inconclusive means small, poorly fitted or top-dose-only effect, or another doubt; inactive means no such curve, though single readings can be large; an effect the other way counts as inactive or inconclusive. Potency means the concentration at half of the fitted maximal effect.

Below each compound – MLL CXXC-DNA inh	uPA generation	RORg inh	FLuc counter	Rab9 prom act	ELG1 genotoxic	VP16 counter	BRCA1 expr up	NPC1 prom act	p53 reactivator	MBNL1 CUG block
COc1ccc(CCN(C)Cc2ccc(F)cc2F)cc1OC
 : 4%	2%	34%	-3%	0%	0%	-6%	31%	6%	-2%	-6%
COc1cc(NC(=O)c2ccco2)ccc1NC(=O)c1ccccc1Cl
 : 0%	-10%	?	-18%	-4%	-3%	-25%	58%	1%	-2%	-4%
CN(C)C(=O)Oc1cc(OC(=O)N(C)C)cc(C(O)CNC(C)(C)C)c1 (configuration not stated)
 : .	3%&19%	6%	0%&4%	-5%&-7%	-6%&-6%	-1%	-5%&-10%	0%&0%	2%&2%	.
COc1ccc2ccccc2c1CNCCc1ccccc1
 : 33%[activator]	-4%	-32%	4%	4%	-8%	4%	38%	-4%	?	12%
CN1C(=O)C(=Cc2c(OCc3cnc(Cl)s3)ccc3ccccc23)C(=O)N(C)C1=O
 : 8%	-9%	-4%	19µM*	?	?	-5%	23%	22%	?	18%
CC12CN3CC(C)(CN(C1)C3c1cccs1)C2O (configuration not stated)
 : -3%	6%	-4%	0%	-2%	-2%	-4%	12%	1%	-5%	-7%
COc1cc(Br)cc(CN2CCN(C)CC2)c1O
 : 5%	.	0%	6%	0%	2%	-2%	2%	-3%	3%	-2%
Nn1c(Cc2cccc3ccccc23)n[nH]c1=S
 : 7%	1%	?	-13%	1%	3%	7%	5%	-36%[inhibitor]	7%	.
CCN(C(=O)COC(=O)c1cc(C)n(C2CC2)c1C)c1ccccc1
 : .	7%	.	.	-9%	0%	.	-6%	-2%	-13%	.
O=C1NC(=O)N(c2ccc3c(c2)OCO3)C(=O)/C1=C/c1ccc(N2CCCCC2)o1
 : ?	3%	-2%	-10%	1%	10%	-3%	-1%	-6%	-2%	?
CCOc1ccc(N2C(=O)NC(=O)/C(=C\c3ccc(N4CCOCC4)cc3C)C2=O)cc1
 : -19%	0%	24%	?	2%	3%	-3%	-3%	0%	-1%	?
O=C(c1cc(-c2ccc(Cl)cc2)n(-c2ccc(Cl)cc2Cl)n1)N1CCOCC1
 : 0%	-4%	?	7%	-1%	-5%	?	-51%	-1%	-7%	-4%
Cc1c(CC(=O)N2C[C@H]3C[C@@H](C2)c2cccc(=O)n2C3)c(=O)oc2c(C)c(O)ccc12
 : -5%	-2%	-10%	5%	-3%	8%	-2%	10%	-3%	.	-3%
CCOC(=O)c1c(N)n(Cc2ccc(OC)cc2)c2nc3ccccc3nc12
 : -4%	.	29%	5%	-4%	0%	-7%	.	-3%	-1%	16%
COC(=O)C1=C(c2cccc(OCc3ccccc3)c2)C[C@@H]2CC[C@H]1N2C(=O)NCc1ccc(Br)cc1
 : .	?	.	-2%	-6%	-2%	.	-69%	-14%	1%	.

As entered above:
`CN1C(=O)C(=Cc2c(OCc3cnc(Cl)s3)ccc3ccccc23)C(=O)N(C)C1=O` in VP16 counter: -5%
`CN(C)C(=O)Oc1cc(OC(=O)N(C)C)cc(C(O)CNC(C)(C)C)c1` (configuration not stated) in RORg inh: 6%

Continued.
Below each compound – MLL CXXC-DNA inh	uPA generation	RORg inh	FLuc counter	Rab9 prom act	ELG1 genotoxic	VP16 counter	BRCA1 expr up	NPC1 prom act	p53 reactivator	MBNL1 CUG block
NC1=NC(=O)C(c2ccccc2)O1 (configuration not stated)
 : 1%	.	15%	1%	?	.	7%	.	1%	.	0%
CC(O)(CS(=O)(=O)c1ccc(F)cc1)C(=O)Nc1ccc(C#N)c(C(F)(F)F)c1 (configuration not stated)
 : 1%	.	?	6%	-16%[46.1 µM]	.	-3%	.	-6%[46.1 µM]	.	-19%
O=[N+]([O-])c1ccc(CNCCc2ccccc2)cc1
 : 3%	11%	7%[1.91 µM]	2%	5%	-3%	0%	3%	-2%	24%	?
CC1CCN(C(=O)COC(=O)c2cn(C)c3ccccc23)CC1
 : .	-8%	.	24µM*	-2%	7%	.	43%	-3%	1%	.
O=C(Oc1ccccc1)c1cccc(COC(=O)c2cnccn2)c1
 : -1%	.	-35%	-14%	28%	-2%	?	31%	14%	15%	5%
Cc1cc(C)c(N=Cc2c(O)[nH]c(=O)[nH]c2=O)c(C)c1
 : 8%	-4%	1%	3%	0%	6%	-11%	1%	-2%	.	-2%
O=C/C=C/c1ccccc1
 : -1%	13%	15%&-3%&-8%	.	.	-1%	?	29%	.	14%	.
CN1CCc2nc3sc(C(=O)NC4CC4)c(N)c3cc2C1
 : ?	0%	2%	-16%	-5%	10%	11%	23%	-3%	4%	?
CCC1(c2ccccc2)C(=O)NC(=O)NC1=O
 : -3%	3%	-1%	.	.	2%	-4%	12%	.	-1%	.
N#CCCn1cc(C=C2C(=O)NC(=O)NC2=O)c(-c2ccccc2)n1
 : 10%	6%	1%	?	-1%	0%	-23%	-6%	-1%	12%	7%
COc1ccccc1-n1c(-c2ccco2)n[nH]c1=S
 : ?	-1%	-41%	1%	-1%	0%	-2%	21%	-2%	4%	-5%
O=C(CNC1CCCCC1)N1CCC2(CC1)OCCO2
 : -14%	2%	0%	1%	1%	2%	-1%	1%	1%	-1%	8%
CC1CCN(c2cc(Br)c([N+](=O)[O-])cc2F)CC1
 : 0%	0%	?	-18%	-3%	-2%	5%	7%	-4%	11%	8%
Cc1cc(C(=O)N=Nc2c(O)n(C)c3ccccc23)c(C)o1
 : 3%	1%	?	2.7µM*	3.5µM*	7.3µM*	26%	.	2.5µM*	?	.
CCN1CCN(C(=O)Cc2ccccc2OC)CC1
 : ?	0%	0%	1%	-11%	1%	8%	0%	-3%	-1%	7%

Additional entries
Below each compound – MLL CXXC-DNA inh	uPA generation	RORg inh	FLuc counter	Rab9 prom act	ELG1 genotoxic	VP16 counter	BRCA1 expr up	NPC1 prom act	p53 reactivator	MBNL1 CUG block
Nc1ccccc1C(=O)OCC(=O)N1CCc2ccccc21
 : 2%	-1%	43%	9.5µM*	2.5µM*	9.2µM*	?	.	?	?	5%
C#CCOCCOCCOCCNc1nc(N2CCN(C(=O)CCCCCCCCCCNC(=O)Cn3cc(C[C@@H](C)O)nn3)CC2)nc(N2CCN(C(=O)CCCCCCCCCCNC(=O)Cn3cc(C[C@@H](C)O)nn3)CC2)n1
 : .	?	.	4%	0%	0%	.	-8%	0%	?	.
CC(C)N1C(=O)CC2(CC[N+](C)(CCOC(=O)C(O)(c3ccccc3)c3ccccc3)CC2)C1=O (configuration not stated)
 : -5%	0%	3%	1%	21%	-5%	1%	4%	12%	2%	1%
NCCc1c[nH]c2ccc(OCc3ccccc3)cc12
 : 22%	6%	-2%	1%	8%	-2%	-10%	.	-2%	-1%	-7%
CN(C)CCCN=Cc1c(O)n(Cc2ccco2)c(=O)[nH]c1=O
 : 6%	4%	2%	2%	-2%	2%	4%	-23%	-1%	-1%	-3%
COC(=O)C1=C(c2ccc(OC)c(OC)c2)C[C@@H]2CC[C@H]1N2C(=O)N1CCC(O)CC1
 : .	3%	.	4%	-1%	5%	.	7%	-7%	?	.
N#Cc1ccc(NC(=O)CN2C(=O)NC3(CCCCCCC3)C2=O)cc1Cl
 : .	-7%	.	2%	-11%	-2%	.	-4%	2%	-5%	.
Cc1cccc(-n2c(-c3cccs3)nc3ccccc3c2=O)c1
 : -4%	-3%	30%	-1%	-4%	3%	-7%	-27%	-1%	-4%	-28%
O=C(N/N=C/c1c(O)n(CCc2ccccc2)c(=O)[nH]c1=O)c1ccccc1O
 : 13%	24%	?	?	2%	-2%	-1%	-6%	-6%	0%	-6%

This is a subset; rates above refer to the full screens.
